# Screening data (PubChem BioAssay)
# CHRM5 PAM – potentiates acetylcholine response at human M5 receptor; P08912; CHO-K1 hM5, Fluo-8 calcium, ACh EC20 PAM; 0% = ACh EC20, 100% = ACh EC100; activation, % at 3 µM; actives 0.3% (n = 360,000);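 active = activation above the run cutoff, the mean activation of all test compounds plus 3 SD, cut at about 18% in these data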
#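 Probe or stimulus: acetylcholine, EC20 level; Assay system: human M5 receptor in CHO-K1 cells; Schedule: compound preincubation 140 s before EC20 acetylcholine addition; Technique: intracellular calcium via Fluo-8 fluorescence; Dosing: single-point, 3 µM nominal; Read-out basis: percent activation from peak-over-basal fluorescence ratio, scaled EC20-to-EC100 acetylcholine; Repeats: one well per compound, no replicates.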
# CHRM4 PAM – positive allosteric modulators of human muscarinic M4 receptor. P08173. CHO-K1 hM4/Gqi5, Fluo-8 calcium fluorescence, ACh EC20; 0% = ACh EC20, 100% = maximal ACh. activation, % at 3 µM. actives 0.4% (n = 360,000). AID 624126;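 active = activation above its plate's cutoff, the mean activation of sample wells plus 3 SD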; also: some results filed as inactive read as strong as hits
# Target sequence (P08173 whole entry, looked up): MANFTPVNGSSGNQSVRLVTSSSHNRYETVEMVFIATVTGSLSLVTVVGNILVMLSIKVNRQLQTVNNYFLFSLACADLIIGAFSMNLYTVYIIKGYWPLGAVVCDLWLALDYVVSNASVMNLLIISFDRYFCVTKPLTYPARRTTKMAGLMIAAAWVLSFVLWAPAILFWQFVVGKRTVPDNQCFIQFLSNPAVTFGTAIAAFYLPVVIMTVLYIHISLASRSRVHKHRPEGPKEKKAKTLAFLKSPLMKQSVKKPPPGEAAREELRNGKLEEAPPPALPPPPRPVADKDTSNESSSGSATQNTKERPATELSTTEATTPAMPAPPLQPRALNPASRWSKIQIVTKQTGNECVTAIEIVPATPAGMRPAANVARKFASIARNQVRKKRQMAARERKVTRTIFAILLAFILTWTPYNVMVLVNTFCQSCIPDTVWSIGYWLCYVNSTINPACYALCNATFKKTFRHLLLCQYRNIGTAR
# M4 ag – CHRM4 agonism in calcium assay. CHO-K1 hM4/Gqi5, Fluo-8 calcium fluorescence; vehicle 0%, full acetylcholine response 100%. activation, % at 3 µM. actives 0.14% (n = 360,000). AID 624127;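 active = activation above the run mean over all test wells plus 3 SD, cut at about 32% in these data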;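 also: peak over basal fluorescence ratio per well then scaled between controls; 0% = DMSO wells and 100% = acetylcholine at EC100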
# CHRM4 antagonist – antagonists of human muscarinic M4 receptor (CHRM4) | inhibition, % at 3 µM | P08173 | AID 624125 | actives 0.73% (n = 360,000) | CHO-hM4 cells, ACh EC80, Fluo-8 calcium fluorescence;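 active = inhibition above its plate's cutoff, the mean inhibition of sample wells plus 3 SD, cut at about 27% in these data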;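 also: 0% = acetylcholine EC80 with DMSO and 100% = DMSO without agonist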
# CHRM1 antagonist – human CHRM1 antagonism | P11229 | inhibition, % at 3 µM | CHO-K1 hM1, Fluo-8 calcium fluorescence, ACh EC80 antagonist | actives 1.3% (n = 360,000);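 active = percent inhibition above its own plate's cutoff, namely the mean of that plate's compound wells plus 3 SD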;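 also: peak over basal fluorescence ratio during 140 s after agonist addition; 0% = ACh EC80 plus DMSO and 100% = DMSO alone without agonist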
# Target sequence (P11229 whole entry, looked up): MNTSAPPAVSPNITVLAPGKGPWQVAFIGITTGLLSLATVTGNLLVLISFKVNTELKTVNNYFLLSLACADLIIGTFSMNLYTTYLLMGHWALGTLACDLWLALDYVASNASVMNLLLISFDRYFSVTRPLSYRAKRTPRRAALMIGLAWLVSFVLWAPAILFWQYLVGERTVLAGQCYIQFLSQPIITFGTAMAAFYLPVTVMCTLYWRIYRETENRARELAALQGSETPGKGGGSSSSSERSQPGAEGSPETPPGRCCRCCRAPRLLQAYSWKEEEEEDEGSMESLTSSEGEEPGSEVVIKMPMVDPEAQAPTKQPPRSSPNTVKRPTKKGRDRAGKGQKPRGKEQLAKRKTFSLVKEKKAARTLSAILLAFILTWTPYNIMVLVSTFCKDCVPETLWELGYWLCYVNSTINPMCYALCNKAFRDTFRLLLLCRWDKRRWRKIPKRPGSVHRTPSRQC
# M5 ag – agonists of human muscarinic M5 receptor (CHRM5); activation, % at 3 µM; actives 0.19% (n = 360,000); CHO-K1 hM5 cells, Fluo-8 calcium fluorescence; 0% DMSO wells, 100% maximal acetylcholine response; AID 624037;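 active = activation above the run's mean over test compounds plus 3 SD, cut at about 23% in these data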;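 also: signal is peak over basal fluorescence ratio across the kinetic read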
# CHRM1 PAM – positive allosteric modulators of human M1 muscarinic receptor | actives 0.088% (n = 360,000) | AID 588819 | CHO-K1 hM1, Fluo-8 calcium fluorescence, ACh EC20; 0% = ACh EC20, 100% = maximal ACh | activation, % at 3 µM; in the data active = activation above about 19%, passing the limit was not always enough
# CRFBP-R2 agonist – CRF-BP/CRF-R2 complex agonism | AID 588473 | activation, % at 13.2 µM | actives 0.46% (n = 350,000) | HEK293 CRF-R2/CRF-BP, calcium dye fluorescence (FLIPR); percent of saturating CRF peptide response;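 active = activation of at least 50%, plus an integration ratio under a set limit after plate pattern correction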;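 also: plate controls were neutral control wells without compound for no effect and CRF at EC100 for full effect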
# M5 antag – antagonists of human muscarinic M5 receptor (CHRM5) | inhibition, % at 3 µM | actives 0.59% (n = 360,000) | CHO-hM5 cells, Fluo-8 calcium fluorescence, ACh EC80 | P08912;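 active = inhibition above a per-plate cutoff, the mean of that plate's test compounds plus 3 SD, cut at about 27% in these data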;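 also: 0% = acetylcholine EC80 with DMSO and 100% = DMSO without agonist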
# Active calls of the source: *; / = no result given.
SMILES,CHRM5 PAM,CHRM4 PAM,M4 ag,CHRM4 antagonist,CHRM1 antagonist,M5 ag,CHRM1 PAM,CRFBP-R2 agonist,M5 antag
CCS(=O)(=O)c1ccc2c(c1)N(S(=O)(=O)c1ccc(Cl)cc1)CC(C(=O)O)O2 (stereo not given),-2,8,0,-8,-11,-2,11,9.3,-1
CCc1ccccc1NC(=O)CN1CCN(C(=O)CNC(=O)Cc2cccc3ccccc23)CC1,-11,1,13,-12,-8,7,3,0.1,4
O=C(NCCNc1ccccc1[N+](=O)[O-])c1ccccc1F,-3,-1,2,5,-2,2,1,-2.7,0
COc1cc(C2Nc3cc(C)c(C)cc3NC3=C2C(=O)CC(C)(C)C3)ccc1OC(C)=O (stereo not given),3,2,0,-6,-7,-3,1,4.3,-4
CCOC(=O)N1CCN(c2nc(C)c3c(n2)CCCC3=O)CC1,-1,2,2,-3,0,1,5,-0.9,-2
NC(=O)C1CCN(C(c2ccccc2Cl)c2nnnn2Cc2ccc3c(c2)OCO3)CC1 (stereo not given),-3,1,1,-5,-8,-3,7,0.1,-5
CCC(c1nnnn1CCOC)N(Cc1ccc(C)cc1)Cc1cc2cc(OC)ccc2[nH]c1=O (stereo not given),0,8,0,7,-1,-1,7,-1.3,-3
CCOC(=O)C1CCN(c2c(Nc3ccc(C)c(C)c3)c(=O)c2=O)CC1,-2,1,2,0,-23,-1,3,-2.7,-2
COCCn1c(=N)c(C(=O)NCCc2ccc(OC)cc2)cc2c(=O)n3cccc(C)c3nc21,-4,2,1,2,7,-1,-2,-1.6,5
CN(C(=O)c1cccc(NC(=O)c2ccccc2)c1)C1CCCCC1,2,-5,5,5,-1,-3,1,-2.2,7
NC(=O)C1CCN(C(=O)CCc2nc3sc4c(c3c(=O)[nH]2)CCCC4)CC1,-4,3,0,-6,-3,3,2,-0.1,7
COc1ccccc1NS(=O)(=O)c1cc(NC(=O)c2ccc(NC(C)=O)cc2)ccc1N1CCOCC1,-10,-1,8,4,11,1,-7,4.9,12
NC(=O)CSc1nnc(NC(=O)C23CC4CC(CC(C4)C2)C3)s1,2,5,1,0,-4,-1,2,0.2,-6
O=C(Cn1cnc2ccccc2c1=O)N1CCN(c2ccc(F)cc2)CC1,0,-1,1,-5,-8,1,15,-1.6,-5
O=C(O)Cc1sc(NCc2ccco2)nc1-c1ccccc1,-3,7,0,-6,-16,5,10,2.6,0
Cc1ccc(NC(=O)CN(C)C(=O)CSc2ccccc2F)cc1,-3,5,2,-11,4,-4,-2,-2.1,5
Cc1onc(-c2ccccc2Cl)c1C(=O)Nc1ccc(F)c(F)c1,-3,-5,-1,3,5,-6,-8,-0.9,-2
O=C(Cc1c[nH]c2ccccc12)N/N=C/c1ccc(F)cc1,-5,-6,3,2,11,0,8,-2.1,-3
CCOC(=O)c1ccc(OCCOc2ccccc2C)cc1,6,1,0,-15,6,2,-7,1.7,2
CC1C(=O)C(C)C(c2ccc(Cl)cc2)NC1c1ccc(Cl)cc1 (stereo not given),8,-9,-1,-9,-4,-2,-3,1.7,-10
CC(=O)c1c(C)[nH]c(C(=O)OCc2ccc(Br)cc2)c1C,-8,-4,10,7,8,-1,-6,-1.1,13
Nc1ccn([C@@H]2O[C@H](CNCc3cnc(N4CCOCC4)nc3)[C@@H](O)[C@H]2O)c(=O)n1,8,4,1,-11,-12,1,8,-0.4,-10
Cc1cc(C(=O)C(C)OC(=O)c2ccc(NC(=O)CC#N)cc2)c(C)n1-c1ccc(OC(F)F)cc1 (stereo not given),-11,-10,2,-14,7,-1,-1,-0.8,0
Cc1ccc(C(C(=O)NCCc2ccccc2)N(C(=O)c2csnn2)C2CC2)cc1 (stereo not given),-2,1,1,2,-9,-4,8,-0.7,11
COc1ccc(NC(=O)CCC(=O)N2CCC(c3ccccc3)=N2)cc1S(=O)(=O)N1CCCCC1,-7,4,0,-6,-1,-1,0,-0.6,8
SMILES,CHRM5 PAM,CHRM4 PAM,M4 ag,CHRM4 antagonist,CHRM1 antagonist,M5 ag,CHRM1 PAM,CRFBP-R2 agonist,M5 antag
C=C(C)CSc1nc(N)cc(=O)[nH]1,-7,2,3,-1,-3,4,1,1.2,5
CCc1ccccc1NC(=O)c1cc(-c2ccc(F)cc2)on1,0,-3,0,5,0,-1,2,1.9,-5
CCOC(=O)Nc1ccc(C(N)=O)cc1,-3,-2,0,7,-2,-1,3,1.2,16
CC(C)CC1NC(=O)N(CC(=O)N2CCN(S(=O)(=O)c3ccc(Cl)cc3)CC2)C1=O (stereo not given),17,10,1,0,-6,-5,7,3.0,-9
FC(F)(F)c1nc2ccccc2nc1N/N=C/c1c(Cl)cccc1Cl,0,14,-1,-5,-11,-2,5,-1.0,0
CN(C)c1ccc(C(C#N)c2ccccc2)nn1 (stereo not given),-5,5,1,-1,-8,-4,13,0.2,10
C=CCc1ccc(O)c(-c2ccc(O)c(CC=C)c2)c1,-8,-1,1,-9,3,-2,-4,-0.6,3
Cc1ccc(-n2c(SCC(N)=O)nc3c(oc4ccccc43)c2=O)cc1,-1,3,2,-5,-11,0,7,-0.8,13
CSc1nc(Sc2ccc(Cl)cc2)c2ccccc2n1,-2,1,0,3,9,3,1,0.8,-4
O=C(NCc1ccccc1)c1nnc(CS(=O)(=O)c2ccccc2)o1,-6,-10,13,6,23,4,-11,-2.5,8
N#C/C(=C(/O)COC(=O)c1ccccc1O)c1nc2ccccc2s1,-11,-2,11,-15,1,4,-8,79*,-7
CC(C)n1cnc2cc(NCc3ccco3)ccc21,5,2,2,-10,-15,-5,3,-1.4,-9
NC(=O)c1csc(CCNC(=O)c2ccccc2)n1,-1,1,1,3,-13,0,6,4.8,4
O=C(Nc1ccccc1F)C1CCCN(S(=O)(=O)c2cccc3cccnc23)C1 (stereo not given),-7,-1,14,-22,-9,3,-2,-5.9,2
COc1ccc(NC(=O)COc2ccc(Br)cc2)c(OC)c1,7,7,2,-12,-15,-2,4,-1.1,4
c1ccc2nc(NN=C3CCCCC3)ccc2c1,10,-1,0,-12,-3,8,15,0.7,-1
CCOC(=O)c1cnc2nc(Cc3ccccc3)[nH]n2c1=O,5,8,0,-7,-36,-3,5,-2.9,3
Cc1cc(=O)oc2cc(OC(C)C(=O)NC3CCCC3)ccc12 (stereo not given),-3,2,1,-6,-4,-3,8,1.4,7
COc1cc(C2C3=C(CC(C)(C)CC3=O)OC(N)=C2[N+](=O)[O-])ccc1O (stereo not given),3,5,2,4,-9,-2,10,0.8,-6
O=C(Nc1cccc(S(=O)(=O)Nc2ccc(Cl)cc2)c1)c1ccc[n+]([O-])c1,4,4,0,-11,-11,-2,6,9.1,-5
Cc1ccc(-c2csc(NCCn3c(-c4ccncc4)nc4cc(C(F)(F)F)ccc43)n2)cc1,0,5,1,6,-3,2,9,-1.1,3
C[C@@H](C(=O)N[C@H](C(=O)O)c1ccccc1)n1nnc2ccccc2c1=O,2,14,1,3,-8,-4,6,-1.6,-5
COC(=O)/C=c1\[nH]c2nnc(C)n2c1=O,1,17,1,-17,-6,-1,6,4.5,-6
CCN(Cc1ccccc1)C(=O)COC(=O)c1cc(S(=O)(=O)Nc2ccccc2OC)ccc1O,-9,-5,5,3,0,3,-4,-2.0,14
C#CCOCCOCCOCCNc1nc(N2CCN(C(=O)C([C@@H](C)O)n3cc([C@@H](N)CCCCN)nn3)CC2)nc(N2CCN(C(=O)[C@H](CCC(=O)O)n3cc([C@@H](N)CCCCN)nn3)CC2)n1 (stereo not given in full),5,4,1,6,-9,1,6,1.4,8

# Reprinted at random: 3 records from the list
SMILES,CHRM5 PAM,CHRM4 PAM,M4 ag,CHRM4 antagonist,CHRM1 antagonist,M5 ag,CHRM1 PAM,CRFBP-R2 agonist,M5 antag
CC(C)n1cnc2cc(NCc3ccco3)ccc21,5,2,2,-10,-15,-5,3,-1.4,-9
N#C/C(=C(/O)COC(=O)c1ccccc1O)c1nc2ccccc2s1,-11,-2,11,-15,1,4,-8,79*,-7
Cc1cc(=O)oc2cc(OC(C)C(=O)NC3CCCC3)ccc12 (stereo not given),-3,2,1,-6,-4,-3,8,1.4,7

# Continuation:
SMILES,CHRM5 PAM,CHRM4 PAM,M4 ag,CHRM4 antagonist,CHRM1 antagonist,M5 ag,CHRM1 PAM,CRFBP-R2 agonist,M5 antag
C=CCOC(=O)C1=C(C)NC(C)=C(C(=O)OCC=C)C1c1cccs1,-8,-3,-3,-2,0,-8,-4,-6.4,4
O=C(NNS(=O)(=O)c1ccc(Cl)cc1)c1ccc(S(=O)(=O)N2CCCCC2)cc1,-3,-1,0,7,-1,-1,-1,-4.5,9
c1ccc(-c2onc3c2CCCC3)cc1,-1,1,1,-1,-19,-7,6,-2.2,-6
CCCc1sc(C(=O)Nc2nnc(C3CC3)s2)cc1CC,-1,5,1,4,-7,5,14,-1.3,7
Cc1cc2c([nH]c3ccccc32)c2c1OC(C)(C)C=C2,-5,-7,0,-5,2,-2,-6,3.0,8
COc1ccccc1C(=O)COC(=O)COc1ccc(C#N)cc1,-5,-1,1,1,11,-3,-5,-1.8,16
COc1ccc(CC(N)c2csc(NC(=O)C(c3ccccc3)c3ccccc3)n2)cc1 (stereo not given),1,4,16,12,12,6,-6,/,4
COc1ccc(N2C(=O)C3CCCN3C2c2ccccc2OC)cc1 (stereo not given),0,3,1,-15,-1,1,-1,-0.1,-3
O=C(CSc1ccc2c(c1)OCCO2)Nc1ncccc1O,-15,-4,11,3,12,3,-3,-0.2,9
C[C@H]1CN([C@@H](C)CO)C(=O)c2cc(NC(=O)C3CCCCC3)ccc2O[C@H]1CN(C)Cc1ccc(-c2ccccc2)cc1,2,5,0,9,18,-2,-11,1.3,1
CCOC(=O)c1sc(NC(=O)c2ccc(S(=O)(=O)N3CCCCC3)cc2)nc1-c1ccccc1,2,-1,1,0,-1,-1,-4,1.9,-2
COC(=O)[C@@H](Cc1ccccc1)NS(=O)(=O)N[C@H](Cc1ccccc1)C(=O)OC,5,9,4,-14,-16,3,13,0.4,10
O=C(CSc1nc2ccccc2c(=O)n1Cc1ccc(C(=O)NC2CC2)cc1)NCc1ccco1,-7,-6,0,3,1,0,-2,-1.8,5
NC(=O)CC(NC(=O)Cc1ccc(Br)cc1)c1ccc(NCc2cc(F)ccc2F)c([N+](=O)[O-])c1 (stereo not given),13,-1,1,3,-5,5,8,-0.6,-3
CCOC(=O)C1C(=O)CC(=O)C(C(=O)OCC)C1c1ccc(O)cc1 (stereo not given),1,12,-1,-13,-16,1,14,0.6,-1
COc1ccc(N2CCN(C(=O)c3ccccc3NS(=O)(=O)c3ccccc3)CC2)cc1,-3,8,3,-3,-19,-4,15,-1.9,11
COc1cc(CN2CCCCCC2)cc(OC)c1,-2,-1,2,-1,-7,-1,-2,-1.9,1
Cc1ccc(/C=N/NC(=O)c2ccc3ccccc3c2)s1,2,5,2,-3,-11,-2,2,0.3,-2

# 3 entries from above, with values ahead of the structure.
CHRM5 PAM	CHRM4 PAM	M4 ag	CHRM4 antagonist	CHRM1 antagonist	M5 ag	CHRM1 PAM	CRFBP-R2 agonist	M5 antag	smiles
1	4	16	12	12	6	-6	/	4	COc1ccc(CC(N)c2csc(NC(=O)C(c3ccccc3)c3ccccc3)n2)cc1 (stereo not given)
-1	5	1	4	-7	5	14	-1.3	7	CCCc1sc(C(=O)Nc2nnc(C3CC3)s2)cc1CC
2	5	2	-3	-11	-2	2	0.3	-2	Cc1ccc(/C=N/NC(=O)c2ccc3ccccc3c2)s1
